# Assay outcomes: PubChem BioAssay, several laboratories
# hiPSC survival = increases survival of single human iPS cells; hiPSC single-cell survival, ATPlite luminescence; 100% = ROCK inhibitor wells, 0% = DMSO; survival enhancement, % at 20 µM; hit rate 0.044% among 360,000; AID 602274; in the data active = survival enhancement above about 18%;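 also: cells exposed to compounds for 16 hours before the ATP read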
# aDG glyco act = increases alpha dystroglycan glycosylation; Pro5-aDG cells, alpha-DG glycosylation AlphaScreen (IIH6); 0% Pro5, 100% B10-LARGE cell signal; hit rate 0.22% among 360,000; activation, % at 10 µM;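 active = activation of at least 8% versus controls, or a plate z-score of at least 8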;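 also: Pro5 are CHO cells carrying HIG-tagged alpha-DG that lacks glycosylation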
# Glyco luc inh = N-linked glycosylation inhibition | D54 ERlucT glycosylation luciferase reporter, 24 h; percent of 100 nM tunicamycin response | reporter increase, % at 12.5 µM | hit rate 0.23% among 360,000 | AID 588692;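 active = mean luciferase reporter signal, scaled so untreated is 0 and the glycosylation-blocking control 100, at or above a set limit in every replicate; inconclusive = mean reaches the limit but not every replicate does; inactive = mean below the limit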;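 also: luciferase carries N-glycosylation sites so blocking glycosylation raises the light; 0% = median of neutral control wells and 100% = median of 100 nM tunicamycin wells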
# PDI turbidity = PDI (human) enzyme inhibition; inhibition, % at 10 µM; P07237; hit rate 0.052% among 350,000; PDI insulin aggregation turbidity, A650, 90 min; AID 588391;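 active = mean inhibition across replicates of 30% or more, whatever share of single replicates reach that level; inconclusive = mean inhibition below 30% while every single replicate reaches 30%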;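 also: absorbance from insulin aggregation driven by PDI reduction with DTT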
# Target sequence (P07237 whole entry, looked up): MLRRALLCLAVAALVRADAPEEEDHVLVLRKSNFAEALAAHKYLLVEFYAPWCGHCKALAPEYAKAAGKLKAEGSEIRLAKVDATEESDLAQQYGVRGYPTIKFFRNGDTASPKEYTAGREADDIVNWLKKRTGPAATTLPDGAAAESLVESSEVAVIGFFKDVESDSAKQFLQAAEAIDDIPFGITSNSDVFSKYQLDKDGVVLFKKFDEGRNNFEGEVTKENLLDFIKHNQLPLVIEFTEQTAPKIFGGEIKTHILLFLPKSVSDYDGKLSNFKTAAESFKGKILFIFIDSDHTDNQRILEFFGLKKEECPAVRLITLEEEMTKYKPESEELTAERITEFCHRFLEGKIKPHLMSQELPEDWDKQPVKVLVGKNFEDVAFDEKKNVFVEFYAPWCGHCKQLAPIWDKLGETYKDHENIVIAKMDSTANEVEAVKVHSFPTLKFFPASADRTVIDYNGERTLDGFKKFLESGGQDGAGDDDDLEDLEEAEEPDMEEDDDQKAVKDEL
# Vif inh = HIV Vif inhibition; HEK293T cells, Vif self-association by quenched fluorescence, imaging, 24 h; inhibition, % at 7.49 µM; hit rate 0.35% among 340,000; in the data active = inhibition above about 50%, passing the limit was not always enough; inconclusive = no clear call, values can overlap the other calls; inactive = below about 31%; also: some results filed as inactive read as strong as hits
# m5-HT2A agonist = agonists of mouse serotonin 5-HT2A receptor (HTR2A); activation, % at 7.6 µM; P35363; CHO-K1 mHTR2A beta-arrestin complementation, luminescence; percent of 30 µM serotonin response; hit rate 0.66% among 360,000;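 active = activation above a run cutoff, the mean activation of all tested compounds plus 3 SD, cut at about 14% in these data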;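 also: 0% = plate median of compound wells and 100% = 30 µM serotonin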
# Target sequence (P35363 whole entry, looked up): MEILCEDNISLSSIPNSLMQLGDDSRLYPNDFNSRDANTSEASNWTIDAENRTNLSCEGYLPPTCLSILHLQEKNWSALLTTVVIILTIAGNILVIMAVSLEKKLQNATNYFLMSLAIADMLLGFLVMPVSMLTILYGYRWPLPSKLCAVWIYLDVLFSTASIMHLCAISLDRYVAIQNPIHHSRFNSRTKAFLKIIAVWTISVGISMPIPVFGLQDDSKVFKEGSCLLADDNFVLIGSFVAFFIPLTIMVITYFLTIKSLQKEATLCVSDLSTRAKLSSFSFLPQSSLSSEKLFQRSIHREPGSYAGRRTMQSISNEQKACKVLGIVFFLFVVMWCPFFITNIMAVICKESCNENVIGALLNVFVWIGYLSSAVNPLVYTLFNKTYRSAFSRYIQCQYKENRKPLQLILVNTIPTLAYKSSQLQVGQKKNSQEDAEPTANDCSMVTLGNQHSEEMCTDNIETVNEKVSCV
# Cardio protect = modulators protecting cardiomyocytes from myocardial damage; H9c2 cardiomyocytes, H2O2 injury protection, ATPLite, 2 h; protection from H2O2 cell death, % at 20 µM; hit rate 0.63% among 360,000; AID 588492;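 active = compounds giving at least 50% protection of heart cells from peroxide-induced death in the single-dose screen, raw or plate-pattern-corrected value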;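 also: 0% = DMSO wells with peroxide and 100% = DMSO wells without peroxide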
# Exocytosis inh = blocks lytic granule exocytosis | TALL-104 LAMP-1 surface exposure, flow cytometry; cells stimulated with thapsigargin and PMA | inhibition, % at 10 µM | hit rate 0.66% among 360,000;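 active = inhibition above about 55%, limit read from the data; inconclusive = no clear call, values can overlap the other calls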
# ABCB6 inh 2 = blocks the human ABCB6 transporter; K562-ABCB6 porphyrin accumulation, flow cytometry, 1 h; stronger effect = lower value; fluorescence ratio to DMSO, % at 10 µM; hit rate 0.19% among 360,000; AID 602162;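 active = fluorescence ratio to DMSO below 75%, the collection mean minus 3 SD; inconclusive = too few cells collected in the well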;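 also: signal is porphyrin accumulated inside mitochondria; 100% equals median channel fluorescence of DMSO control wells; lower ratio means ABCB6 inhibition with less porphyrin fluorescence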
# CaV13 FRET inh = Disruptors of the CACNA1D IQ motif to Ca2+-dependent inactivation inhibitor domain association, primary screening, Förster resonance energy transfer in intact living …. HEK cells, CFP/YFP FRET ICDI-IQ, plate reader, 10 min; percent FRET-ratio fall versus neutral wells. inhibition, % at 12.3 µM. hit rate 0.098% among 340,000. AID 743397;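 active = mean replicate inhibition of at least 30% and at least 1% of replicates passing that level; inconclusive = only one of the two criteria is met; inactive = neither criterion is met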;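 also: 0% = median of the neutral control wells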
# * = called active by the depositor; ? = inconclusive; · = no result given. This is a random part of the collection. Share with any hit: about 3.1%.
SMILES,hiPSC survival,aDG glyco act,Glyco luc inh,PDI turbidity,Vif inh,m5-HT2A agonist,Cardio protect,Exocytosis inh,ABCB6 inh 2,CaV13 FRET inh
O=C(Nc1cc([N+](=O)[O-])ccc1N1CCCC1)c1cccs1,0.8,0.1,1,3,-6,-6,-2,-1,102,·
O=C(Cn1ncc2c([nH]c3ccccc32)c1=O)N1CCCCC1,-0.2,0.2,0,-7,2,-3,2,4,101,-2
c1ccc2c(N3CCCCC3)nc(N3CCCC3)nc2c1,1.1,1.0,-1,3,-15,-1,-9,1,93,-5
CCOc1ccc(S(=O)(=O)N2CCC(C(=O)NCc3cccnc3)CC2)cc1C,-0.7,-0.1,2,-44,2,2,-2,4,97,-6
Cc1cc(C(=O)N2CCC(C(F)(F)F)n3nccc32)on1 (centres undefined),0.6,0.3,0,-7,6,1,4,-8,108,-3
CN(CC(=O)Nc1cccc(F)c1)C(=O)c1cc(S(=O)(=O)N(C)C)ccc1N1CCCC1,0.3,0.7,-2,-5,·,7,-1,0,95,-3
Cc1c(NC(=O)CN2CCCC(C)C2)ccc2nsnc12 (centres undefined),0.8,0.3,-1,-2,-3,-2,-2,-1,104,1
CCOC(=O)CSc1nc2ccccc2c(=O)n1C,0.0,0.7,0,7,-3,0,1,-1,102,-7
CCC1CCCCN1C(=O)CCc1nnc(Cc2c[nH]c3ccccc23)o1 (centres undefined),1.7,0.1,3,10,-3,3,8,4,93,-19
CCOC(=O)c1c(NC(=O)CSc2c[nH]c3ccccc23)sc2c1CCCC2,-1.0,0.4,-10,·,-12,1,-23,4,95,-5
O=C(NC(Cc1ccc(O)cc1)C(=O)N=Nc1c(O)[nH]c2ccccc12)c1ccccc1 (centres undefined),4.5,-0.4,-2,45*,3,-2,11,0,95,-8
O=C(COC(=O)c1cccc(Cl)c1)Nc1cccc(S(=O)(=O)NC2=NCCC2)c1,-0.4,-0.1,4,3,·,-4,-7,-3,101,-4
Cc1ccc(Nc2nc(N)c([N+](=O)[O-])c(N3CCOCC3)n2)cc1C,-0.7,-0.2,-1,-3,0,-8,-1,2,91,-6
O=C(Nc1ncc(Cc2ccc(Cl)cc2Cl)s1)c1ccc([N+](=O)[O-])cc1,-0.5,0.3,-4,6,-1,3,-1,0,99,-1
CCOC(=O)N1CCN(c2ccc(N3C(=O)CCCC3=O)cc2[N+](=O)[O-])CC1,0.5,-0.1,0,1,-13,6,-1,-1,99,9
Fc1ccc(NC(=S)Nc2cc(-c3ccccc3)[nH]n2)cc1Cl,-0.3,1.9,-5,13,-1,-2,-12,6,99,-4
O=C(COc1ccccc1)NS(=O)(=O)c1ccc(Cl)cc1,1.4,0.0,2,-1,-1,8,4,-6,99,-6
CC(C)CN(C(=O)C1CCCO1)c1c(N)n(CC(C)C)c(=O)[nH]c1=O (centres undefined),0.6,0.1,1,2,-4,-9,5,1,97,-6
O=C(COc1ccc(S(=O)(=O)N2CCCC2)cc1)Nc1ccc2c(c1)OCCO2,-0.1,0.0,-2,11,-7,3,-10,-1,98,-1
Cc1cc(OCC(=O)Nc2cc(-c3nn4c(C)nnc4s3)ccc2C)ccc1Cl,0.1,-0.1,-1,·,16,1,2,-4,101,-2
CCCCNCCCCOc1ccccc1,-0.3,0.0,1,6,-1,-2,4,3,95,·
CC(C)C(=O)NNc1ccc(C(F)(F)F)cn1,-0.4,-0.1,2,0,-1,-1,8,4,99,-5
Cc1ccc(C)c(NC(=O)COC(=O)c2cccc(S(=O)(=O)N3CCCCC3)c2)c1,1.2,-0.1,1,-4,10,3,-2,0,98,-5
Nc1nonc1/C(=N/O)N1CCCC1,0.6,-0.1,-1,3,4,-2,3,0,95,-4
COc1ccc(N2C(=O)C3C4C=CC(C5CC45)C3C2=O)c([N+](=O)[O-])c1 (centres undefined),3.7,-0.3,0,-4,-1,-1,12,-3,106,·
O=C(CCS(=O)(=O)c1ccc(F)cc1)N1CCN(c2ccccc2)CC1,-0.4,0.1,-2,2,-3,-2,-3,-1,98,-6
NC(=O)CSc1nc2c(sc3ccccc32)c(=O)n1CCCC(=O)NCC1CCCO1 (centres undefined),0.5,-0.1,1,-3,2,0,4,-2,96,-7
COc1ccc(OC)c(NC(=O)C2CCCN2C(=O)NC2CCCCC2)c1 (centres undefined),-0.5,0.0,-1,-4,4,-1,4,-11,102,-3
COc1ccccc1N1C(=O)c2ccc(C(=O)Nc3ccc(F)cc3)cc2C1=O,0.5,0.1,1,9,-13,-1,-7,3,93,-14
O=C(NN1CCOCC1)NC12CC3CC(CC(C3)C1)C2,-0.1,0.0,1,-4,8,4,-4,-3,95,-3
COc1ccc(N2CCN(C(CNC(=O)C(=O)NCCCn3ccnc3)c3cccnc3)CC2)cc1 (centres undefined),-2.1,-0.3,-1,-1,7,0,1,1,82,-4
Cc1cccc(C)c1NC(=O)COC(=O)CSc1nnc(N)s1,3.4,-0.1,1,9,5,1,9,7,95,-6
CC(=O)NC1C(OC(=O)/C=C/c2ccccc2)OC(COC(C)=O)C(OC(C)=O)C1OC(C)=O (centres undefined),-0.6,-0.2,-1,-3,11,0,0,0,98,-2
C/C(=N\NC(=O)CN(c1ccc(Oc2ccccc2)cc1)S(C)(=O)=O)C(C)(C)C,1.3,-0.1,0,20,-2,2,4,0,101,-17
COc1cc(OC)cc(-c2nc(=S)n3ccsc3n2)c1,0.0,-0.2,1,-3,5,3,0,-3,101,-1
CCCCc1ccc(NC(=O)CN(C)CC(=O)Nc2ccccc2Cl)cc1,0.4,0.2,-3,1,1,-2,-4,-15,93,-1
CCn1c(CSc2nnc(-c3ccncc3)n2CCOC)nc2cc(C(=O)O)ccc21,2.3,-0.2,2,-1,13,2,7,-2,90,13
O=C(CCC(=O)c1cccs1)NNC(=O)c1cccc(Cl)c1,0.7,-0.1,0,-11,-13,11,1,4,93,-7
Brc1ccc(-c2nc3c4ccccc4ccn3c2Cc2ccccc2)cc1,-0.5,2.5,-3,-1,-5,-2,-30,6,104,-6
COc1cc(/C=N/NC(=O)CCc2n[nH]c(=O)[nH]c2=O)ccc1O,3.4,0.0,2,-9,-3,-3,-4,-1,98,-4
COc1ccc(S(=O)(=O)NC(=O)C2(C)CCN2C(=O)Cc2cc(C)cc(C)c2)cc1OC (centres undefined),4.6,-0.1,2,15,?,-1,2,11,101,-6
COc1ccc(CCNc2nc(C)cc(=O)[nH]2)cc1OC,1.7,-0.1,-1,-4,·,0,0,-5,100,-6
Cc1cccc(NC(=O)CNC(=O)[C@H]2O[C@@H](n3ccc(N)nc3=O)[C@H](O)[C@@H]2O)c1C,-2.5,-0.2,3,·,·,-3,5,3,98,·
O=c1[nH]c(C(Cl)(Cl)Cl)nc2ccc3ccccc3c12,-0.7,-0.1,2,0,-5,3,-4,19,98,-3
Cc1ccc(OCC(=O)c2c[nH]c3ccccc23)c([N+](=O)[O-])n1,0.5,-0.2,1,-2,-1,3,6,-3,98,-8
CCCCN(C)CCCNC(=O)c1cc(-c2cccnc2)nc2ccccc12,-0.3,-0.2,-3,16,15,-3,2,-1,98,-17
NNC(=O)CNC(c1ccccc1)c1cc(Cl)ccc1NC(=O)c1ccccc1 (centres undefined),-0.3,-0.1,-3,2,-1,-1,0,5,103,-4
CC(C)NC(=O)Cn1nnc(-c2ccc(Cl)cc2)n1,-0.5,-0.1,0,-2,·,0,-23,-2,102,-7
COc1ccc(NC(=O)C2=CC(c3ccc(OC)cc3)=NS(=O)(=O)N2C)cc1,0.8,0.0,0,·,·,-7,-24,1,101,8
CCOC(=O)C1=C(C)N(C[C@@H]2CC[C@@H](Cc3ccc4cc(OC)ccc4c3)O2)C(=O)NC1c1ccccc1 (some centres undefined),-0.8,0.1,-4,8,-16,0,-12,4,99,-6
CC(=O)Nc1ccc(S(=O)(=O)N2CCN(Cc3ccncc3)CC2)cc1,-3.4,-0.3,1,-3,8,1,-1,1,102,-4
COc1cccc(C(=O)c2cn(CC(=O)NCc3ccco3)c3nc(C)ccc3c2=O)c1,-0.5,0.4,-1,7,-7,0,12,17,98,-6
CCCCCCCCN1C(=O)[C@H](CC(=O)NCc2cccs2)C[C@@]2(C(=O)OCC)CCCC=C12,-1.4,0.1,·,·,·,-1,·,8,91,-3
Fc1ccc(-c2noc(-c3ccc4c(c3)CCO4)n2)cc1,-0.8,0.1,-16,-29,·,0,-13,4,102,-5
CCCCNC(=S)N(CCCN(C)C)Cc1cc2cc3c(cc2[nH]c1=O)OCO3,1.3,-0.1,-2,-8,-6,-10,10,-2,100,-10
CCCOc1ccc(C(=O)C(c2ccccc2)N2CCOCC2)cc1 (centres undefined),4.4,0.3,-1,-4,-1,-2,0,1,99,·
CCCCN(C(=O)c1ccc(NC2CC2)c([N+](=O)[O-])c1)c1c(N)n(CC(C)C)c(=O)[nH]c1=O,-0.1,0.1,1,-2,-6,5,6,-1,101,-6
CC(=O)Nc1ccn(-c2ccccc2)n1,-1.4,0.0,1,4,0,-4,-6,9,95,-4
Cc1cccc(NC(=O)c2cc(Cl)nc3ccccc23)n1,-0.3,0.2,-3,1,-11,5,9,-3,99,5
O=C(c1cnc(N2CCN(c3ncccn3)CC2)c2ccccc12)N1CCN(c2ccccn2)CC1,0.2,0.1,-2,-6,-22,-1,-2,-2,87,-4

# Some of these compounds in order of their number in Vif inh, smallest number first:
Structure	Vif inh
c1ccc2c(N3CCCCC3)nc(N3CCCC3)nc2c1	-15
CCOC(=O)c1c(NC(=O)CSc2c[nH]c3ccccc23)sc2c1CCCC2	-12
COc1cc(/C=N/NC(=O)CCc2n[nH]c(=O)[nH]c2=O)ccc1O	-3

# Other entries follow.
SMILES,hiPSC survival,aDG glyco act,Glyco luc inh,PDI turbidity,Vif inh,m5-HT2A agonist,Cardio protect,Exocytosis inh,ABCB6 inh 2,CaV13 FRET inh
Cc1ccc(S(=O)(=O)N2CCCOC2)cc1,-1.2,0.1,0,-2,-6,2,5,-3,103,-7
CCCCc1nc(SCC(=O)Nc2nnc(C(C)C)s2)n[nH]1,0.2,0.2,2,1,-3,-7,8,-6,93,·
CC(=O)c1c(C)[nH]c(C(=O)OCC(=O)N2CCN(S(=O)(=O)c3ccc(C)cc3)CC2)c1C,0.2,0.0,3,-4,-3,-2,-1,2,104,-5
Cc1ccc2nc3c(nc2c1C)C(O)=C3O,2.1,0.2,1,1,0,7,-2,14,102,-4
O=C1/C(=C/c2cccs2)SC(=S)N1c1ccccc1,-0.4,-0.3,-2,-7,-1,-5,-6,-5,95,·
CC(=O)c1c(C)nn(CCC(=O)O)c1C,2.5,0.1,2,-6,6,3,-6,-1,95,-4
CCC(CC)NC(=O)c1cccc([N+](=O)[O-])c1C,-1.1,-0.3,2,-1,6,1,-2,-5,97,-5
Cc1ccc(NC(=O)N2CCN(C(=O)C3CCCO3)CC2)cc1 (centres undefined),-0.4,0.7,1,-6,·,-1,3,-2,100,·
Cc1cccc(NS(=O)(=O)c2nnc(NC(=O)C3CCCCC3)s2)c1,-0.2,-0.1,2,·,-1,4,-8,2,99,-5
COc1ccc(CC(=O)N2CC(=O)N(CCc3ccccc3)C(=O)C2)cc1,-1.7,0.1,-1,8,0,-1,-10,0,92,·
